# AmpC det inh = Promiscuous and Specific Inhibitors of AmpC Beta-Lactamase (assay with detergent); 71,000 tested, 0.09% active; purified AmpC, nitrocefin hydrolysis with detergent; Potency, µM (series often up to 28.7 µM), for the others: at the top dose activity change, negative = inhibition; P00811; AID 584, 2007; active = well fitted curve in the direction sought with a large enough effect
# Target sequence (P00811 whole entry, looked up): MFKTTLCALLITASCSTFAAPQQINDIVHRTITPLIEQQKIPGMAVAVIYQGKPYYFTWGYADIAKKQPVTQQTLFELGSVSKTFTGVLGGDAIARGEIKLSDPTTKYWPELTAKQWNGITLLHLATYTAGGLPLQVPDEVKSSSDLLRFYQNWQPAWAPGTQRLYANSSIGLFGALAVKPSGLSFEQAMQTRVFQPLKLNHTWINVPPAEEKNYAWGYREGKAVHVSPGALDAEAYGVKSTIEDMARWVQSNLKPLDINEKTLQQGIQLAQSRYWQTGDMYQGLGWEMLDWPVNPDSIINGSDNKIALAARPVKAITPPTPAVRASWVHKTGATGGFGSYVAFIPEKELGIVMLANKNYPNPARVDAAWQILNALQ
#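 E. coli AmpC (5.3 nM) in 20 mM phosphate pH 7.0 with 0.01% Triton X-100, preincubated 15 min RT with compound; nitrocefin (2 uL of 800 uM stock) hydrolysis followed by 480 nm absorbance every 20 s over 4 min.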
# The depositor's hits bear a star; [ ] = remark or other dose. % is scaled to controls: 0 for no effect and ±100 for the full control effect; potency is read from the fitted curve at half-maximal effect. Not all compounds are listed, so the mix of outcomes need not match the whole.
No.	SMILES	AmpC det inh
1	COc1cccc(S(=O)(=O)N2CCN(c3ccccc3F)CC2)c1	-4.3%
2	CCNC(=O)C1CC(=O)N(Cc2ccc3c(c2)OCO3)C(=Nc2ccc(F)cc2)S1 (centres undefined)	15.1%
3	FC(F)(F)c1cnc(Nc2ccc(N3CCOCC3)cc2)c(Cl)c1	-7.0%
4	Cn1c(C(=O)O)c(CC(=O)Nc2ccc(F)cc2F)c2ccccc21	-1.6%
5	O=c1c(-c2cc(F)cc(F)c2)nc2cnc(N3CCNCC3)nc2n1C1CC1	1.0%
6	Cc1cc(C)n2c(SCC(=O)Nc3ccccc3)nnc2n1	5.8%
7	Cc1ccc(OCC(=O)N2CCCCCC2)c(C)c1	-2.7%
8	O=c1c2ccccc2nc2n1CCN2	5.9%
9	O=C(NCCN1CCCC1)c1ccc2c(=O)n(CCc3ccccc3)c(=O)[nH]c2c1	-0.7%
10	CCOC(=O)c1cnc2nc(COc3ccccc3)[nH]n2c1=O	-5.5%
11	Cc1cc(C)c2nc(-c3ccccn3)cc(C(=O)NCc3ccco3)c2c1	-2.9%
12	C[C@H]1CC[C@@H]2[C@@H](C)C(=O)O[C@H]3O[C@@]4(C)CC[C@@H]1[C@]32OO4	-0.8%
13	COC(=O)C1=C(C)NC(=O)NC1c1ccccc1 (centres undefined)	-0.4%
14	O=C1NCCCC1C(=O)Nc1ccccn1 (centres undefined)	13.2%
15	COc1ccccc1-n1nc(C(=O)NCc2ccco2)c2ccccc2c1=O	-3.2%
16	Nc1ccccc1N	12.6%
17	CCCc1cc(C(=O)Cc2ccc(C(=O)OCC)o2)c(O)cc1O	-3.4%
18	COc1ccc(-c2nc3cnc(Nc4cccc(OC)c4)nc3n(C)c2=O)cc1	-3.2%
19	CCCCN(C(=O)c1ccco1)c1nnc(-c2cc(OC)c(OC)c(OC)c2)s1	10.2%
20	C=C(C)[C@H]1CC[C@]2(C(=O)O)CC[C@]3(C)[C@@H](CC[C@H]4[C@@]5(C)CC[C@@H](O)C(C)(C)[C@@H]5CC[C@@]43C)[C@H]12	0.5%[12.8 µM]
21	CN(C)/C=C/c1c(C#N)c(=O)ncn1Cc1ccccc1	-4.4%
22	O=C(Nc1cccc(F)c1)N1CCC2(CC1)CCN(S(=O)(=O)c1ccccc1)CC2	-4.0%
23	O=C1CCCc2c1nn(-c1ccccc1)[n+]2[O-]	-2.6%
24	CC(=O)NC(C)C(=O)OCc1ccc(Cl)cc1Cl (centres undefined)	-3.9%
25	CSCCC(NC(=O)c1ccccc1)c1nc(-c2ccccc2)no1 (centres undefined)	-0.8%
26	CC1=C(C(=O)OCC2CCCO2)C(c2ccc(C)o2)C2=C(CC(c3ccc(N(C)C)cc3)CC2=O)N1 (centres undefined)	-0.2%
27	CCN(CC)c1ccc(/C=N/n2c(=S)[nH]nc(C)c2=O)cc1	6.6%
28	CCn1cc(C(=O)NC2CCCCC2)c(=O)c2cc(S(=O)(=O)N(C)C)ccc21	10.7%
29	CSCc1nnc(NC(=O)c2ccc(S(=O)(=O)N(CC(C)C)CC(C)C)cc2)o1	-5.6%
30	COC(=O)[C@@]1(Cc2ccc(OC)cc2)[C@H]2c3cc(C(=O)N(C)C)n(Cc4ccccn4)c3C[C@H]2CN1C(=O)c1ccccc1	-0.6%
31	CCc1nc(SC)[nH]c(=O)c1C	-9.6%
32	O=C(NCc1ccccn1)c1cc(-c2ccccc2)on1	-3.7%
33	O=C(Nc1nc(-c2ccccn2)cs1)C1COc2ccccc2O1 (centres undefined)	11.6%
34	Clc1ccc2oc(-c3ccccn3)nc2c1	-0.5%
35	COc1ccc(C(=O)N2CCC[C@@]3(CCN(C(=O)NC(C)C)C3)C2)cc1	-1.6%
36	O=C(Nc1cccnc1)c1ccc(Oc2ccccc2)cc1	-5.0%
37	CC(C)c1ccc(-c2nnn(Cc3nc4ccccc4s3)n2)cc1	-0.7%
38	Cc1nc2ccccc2c2c1C(=O)N(C(C)C)C2=O	-3.9%
39	CCN1C(=O)c2cccc3c(S(=O)(=O)NCc4ccco4)ccc1c23	13.9%
40	CC(C)NC(=O)CN(C)S(=O)(=O)c1ccc(F)cc1	-6.3%
41	C[C@@H](C(=O)Nc1ccc2ccccc2c1)[C@@H]1C[C@@]1(C)[C@@H](NS(=O)(=O)c1ccccc1)c1ccccc1	0.8%
42	CN(C)Cc1cc(C(C)(C)c2cc(CN(C)C)c(O)c(CN(C)C)c2)cc(CN(C)C)c1O	-4.2%
43	O=C(CSc1nnc(CNc2ccc(F)cc2)n1Cc1ccco1)N1CCCC1	-1.4%
44	CCC(c1nnnn1Cc1ccc2c(c1)OCO2)N1CCN(c2ccc(OC)cc2)CC1 (centres undefined)	5.2%
45	OCc1nc2ccccc2n1CC(O)COc1ccccc1 (centres undefined)	-3.3%
46	Cn1c(CNC(=O)c2ccc(F)cc2)nc2ccccc21	10.1%
47	COCc1nnc(NC(=O)CSc2ccc(C)cc2)s1	-1.9%
48	CC(=NCc1ccco1)c1c(O)n(C)c(=O)n(C)c1=O	0.2%
49	CCOC(=O)c1sc(C)c2c(=O)n(CC)nnc12	-3.0%
50	Oc1cccc(Cl)c1	7.5%
51	CN(C)C(=O)Nc1cccc(OC(=O)N(C)C)c1	-6.9%
52	Cc1c(NCc2nc3ccccc3[nH]2)c(=O)n(-c2ccccc2)n1C	-2.5%
53	CC(C)=C[C@H]1[C@@H](COC(=O)c2ccccc2Cl)C1(C)C	-1.6%[5.75 µM]
54	Cc1noc(C)c1S(=O)(=O)NCCCN1CCN(Cc2ccccc2)CC1	-4.3%
55	COCCn1c(C23CC4CC(CC(C4)C2)C3)n[nH]c1=S	-3.0%
56	CC(C)(C)NC(=O)CN(C(=O)CS(=O)CC(=O)Nc1ccc(F)cc1)c1ccc(Cl)cc1 (centres undefined)	4.9%
57	Oc1cccc2ccc(SSc3ccc4cccc(O)c4n3)nc12	-4.5%[5.75 µM]
58	Cc1cc(Oc2ccccc2)nc(OCC#N)n1	18.1%
59	CCOC(=O)Nc1sc(NS(=O)(=O)c2ccccc2)nc1C	6.7%
60	CCCCCn1c(N(C)Cc2ccccc2)nc2c1c(=O)[nH]c(=O)n2C	12.8%

# Structures shown so far containing a Cl atom, in the order listed:
No.	SMILES	AmpC det inh
3	FC(F)(F)c1cnc(Nc2ccc(N3CCOCC3)cc2)c(Cl)c1	-7.0%
24	CC(=O)NC(C)C(=O)OCc1ccc(Cl)cc1Cl (centres undefined)	-3.9%
34	Clc1ccc2oc(-c3ccccn3)nc2c1	-0.5%
50	Oc1cccc(Cl)c1	7.5%
53	CC(C)=C[C@H]1[C@@H](COC(=O)c2ccccc2Cl)C1(C)C	-1.6%[5.75 µM]
56	CC(C)(C)NC(=O)CN(C(=O)CS(=O)CC(=O)Nc1ccc(F)cc1)c1ccc(Cl)cc1 (centres undefined)	4.9%

# Returning to the listing, starting 2 compounds before the break.
No.	SMILES	AmpC det inh
59	CCOC(=O)Nc1sc(NS(=O)(=O)c2ccccc2)nc1C	6.7%
60	CCCCCn1c(N(C)Cc2ccccc2)nc2c1c(=O)[nH]c(=O)n2C	12.8%
61	CC1CN=C(NCc2ccncc2)S1 (centres undefined)	-0.2%
62	CCCCNc1nc2ccccc2n1CC(=O)N1CCc2ccccc2C1	8.0%
63	O=C1c2ccccc2NC(c2ccccn2)N1c1ccc(Cl)cc1 (centres undefined)	-4.8%
64	O=C(NCc1ccco1)c1ccc2c(=O)n(CCC3=CCCCC3)c(=O)[nH]c2c1	-1.1%
65	Cc1ccnc(NC(=O)CCC(=O)N(CC(=O)NCCc2ccccc2)Cc2ccco2)c1	-8.4%
66	COC(=O)CSc1nc(-c2ccccc2)cc(-c2ccco2)c1C#N	0.1%
67	CCCOc1ccccc1NC(=O)c1ccc(N)cc1	-3.7%
68	CCc1nc(-c2ccc(-c3ccc(OC)cc3)nc2OC)no1	8.8%
69	CCOC(=O)N1CCC(Nc2c(NCCCN(CC)c3cccc(C)c3)c(=O)c2=O)CC1	9.9%
70	COc1ccc(NC(=O)N2CCCC3(CCN(C(=O)c4ccco4)CC3)C2)cc1	2.5%
71	CCOC(=O)N1CCN(C(=O)c2ccc(N3C(=O)c4ccccc4C3=O)cc2)CC1	-1.9%
72	Cc1ccccc1-c1nnc(-c2ccc(Cl)cc2)o1	0.4%
73	CN(C)C(CNC(=O)NC1CCCCC1)c1cccnc1 (centres undefined)	2.1%
74	CC(C)[C@@H](CC(=O)N[C@@H]1CCCC[C@H]1C(=O)N[C@H](CC(=O)N[C@@H](CCC(=O)O)CC(=O)O)Cc1c[nH]c2ccccc12)NC(=O)C[C@H](CO)NC(=O)[C@@H]1CNCC[C@H]1N	-1.4%
75	COc1ccc2c(c1OC)C(=O)OC2Nc1ccccc1S(=O)(=O)C(F)F (centres undefined)	-4.4%
76	C=CCSc1nnc(Cn2c(=O)sc3ccccc32)n1C	12.6%
77	Cc1nc2nc(-c3cccnc3)[nH]n2c(=O)c1Cc1ccccc1	-1.3%
78	Cc1ccc(-c2nnc3ccc(SCC(=O)NCc4ccco4)nn23)cc1	-0.3%
79	COc1ccc(CN2CCN(c3ccccn3)CC2)c(OC)c1	-0.8%
80	Nc1nc(NCc2ccccc2)nc(-c2ccccc2)n1	-4.6%
81	O=C(NC1CCCCC1)c1ccc2c(=O)n(CC3CCCO3)c(=O)[nH]c2c1 (centres undefined)	0.4%
82	Cc1c(C(=O)N2CCOCC2)oc2c1C(=O)CC(C)(C)C2	-3.8%
83	CCOc1ccccc1Nc1cc(C)nc2nc(C)nn12	7.7%
84	CC1CCN(c2ccc(C(=O)NCCc3ccccc3)cn2)CC1	0.1%
85	CCOc1ccc(C(=O)N2CCN(c3cccc(C)c3C)CC2)cc1	-3.5%
86	O=S(=O)(c1ccc(Cl)cc1)N1CN2CCN(C2)C1	5.4%
87	c1ccc(CNc2ncnc3ccccc23)cc1	15.8%
88	CCN(CC)c1ccc(NC(=O)CN2C(=O)CSc3ncccc32)c(C)c1	5.6%
89	Cc1nn(-c2ccccn2)c(C)c1Oc1ccccc1O	-1.2%
90	O=C(NC1CCCC1)C(c1cccnc1)N(C(=O)c1csnn1)C1CC1 (centres undefined)	15.9%
91	CCS(=O)(=O)N1CCc2cc(OC)c(OC)cc2C1	-4.9%
92	O=C(O)C1CN2CCC1CC2 (centres undefined)	-1.5%
93	Cc1[nH]c(=O)[nH]c(=O)c1NC(=O)CSc1ncccc1-c1nc2ccccc2[nH]1	0.3%
94	Cc1ccc(Cl)cc1N1CCN(C(=O)C2CCN(c3nnc(-n4cccc4)s3)CC2)CC1	5.1%
95	Cc1cc(C)n(-c2nc3c(c(=O)n(C)c(=O)n3C)n2Cc2cccc(Br)c2)n1	1.0%
96	Cc1ccc(-c2noc(CCC(=O)N3CCN(c4cccc(C(F)(F)F)c4)CC3)n2)cc1	-2.4%

# Quoted from above, nos. 85–86
No.	SMILES	AmpC det inh
85	CCOc1ccc(C(=O)N2CCN(c3cccc(C)c3C)CC2)cc1	-3.5%
86	O=S(=O)(c1ccc(Cl)cc1)N1CN2CCN(C2)C1	5.4%

# Along the list, quoted from above.
# AmpC det inh, compounds 39 to 42, in order: 13.9%, -6.3%, 0.8%, -4.2%

# Following part
No.	SMILES	AmpC det inh
97	O=C(O)CSc1nnc(-c2ccncc2)n1CCc1ccccc1	-4.3%
98	CCCCCCCCCCCCC1CO1 (centres undefined)	7.0%
99	COc1ccc(/C=N\n2nnc3ccccc32)cc1	-2.1%
100	Cc1cccc(CS(=O)(=O)Cc2ccc(C(=O)NCc3ccco3)o2)c1	10.0%
101	O=C(O)C1C2C=CC(O2)C1C(=O)NCc1ccc(Cl)cc1 (centres undefined)	-4.0%
102	CCc1nc2ccc(C(=O)NCc3ccco3)cc2nc1CC	-2.0%
103	COc1ccc(-c2nnc3ccc(SCC(=O)N4CCCC4)nn23)cc1	11.7%
104	CCOC(=O)c1cc2c(=O)n(C)c3ccccc3c2s1	11.8%
105	OC1CCCC1	10.1%
106	O=C(CN1C(=O)COc2ccccc21)Nc1ccc(F)cc1	11.1%
107	Cn1c2c(c(=O)[nH]c1=O)C(NC(=O)c1ccco1)(C(F)(F)F)C(=O)N2 (centres undefined)	-1.8%
108	O=C(CSc1nnnn1C1CCCCC1)NCCc1ccccc1	-3.7%
109	CC(=O)n1nc(-c2ccco2)nc1SCc1ccccc1	-2.1%
110	CCN(CC)S(=O)(=O)c1cccc(-c2nnc(SCC(=O)NCCC3=CCCCC3)n2N)c1	0.3%
111	CC(C)NC[C@H](O)c1ccc(O)c(O)c1	8.7%
